High-throughput results deposited in PubChem BioAssay by several laboratories.
CHRM4 agonist: CHRM4 agonism in calcium assay; activation, % at 3 µM; 360,000 tested, 0.14% active; P08173; CHO-K1 hM4/Gqi5, Fluo-8 calcium fluorescence; vehicle 0%, full acetylcholine response 100%;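 active = activation above the run mean over all test wells plus 3 SD, cut at about 32% in these data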;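 also: peak over basal fluorescence ratio per well then scaled between controls; 0% = DMSO wells and 100% = acetylcholine at EC100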
Target sequence (P08173 whole entry, looked up): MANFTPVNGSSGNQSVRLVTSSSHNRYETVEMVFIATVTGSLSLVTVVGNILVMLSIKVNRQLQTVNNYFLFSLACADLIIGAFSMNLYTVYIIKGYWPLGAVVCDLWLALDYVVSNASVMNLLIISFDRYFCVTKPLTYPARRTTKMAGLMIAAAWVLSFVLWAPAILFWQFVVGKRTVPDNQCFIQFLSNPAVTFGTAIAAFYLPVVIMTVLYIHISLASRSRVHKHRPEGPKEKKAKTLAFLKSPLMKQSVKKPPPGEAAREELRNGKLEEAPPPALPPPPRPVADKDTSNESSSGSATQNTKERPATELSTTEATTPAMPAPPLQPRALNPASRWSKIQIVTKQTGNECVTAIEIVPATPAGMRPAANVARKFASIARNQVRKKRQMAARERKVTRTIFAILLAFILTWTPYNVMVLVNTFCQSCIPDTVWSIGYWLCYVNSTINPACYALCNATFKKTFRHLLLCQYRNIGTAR
CHRM4 PAM: CHRM4 positive allosteric modulation; P08173; CHO-K1 hM4/Gqi5, Fluo-8 calcium fluorescence, ACh EC20; 0% = ACh EC20, 100% = maximal ACh; activation, % at 3 µM; 360,000 tested, 0.4% active;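 active = activation above its plate's cutoff, the mean activation of sample wells plus 3 SD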; also: some results filed as inactive read as strong as hits
CRFBP-R2 block: blocks CRF-induced signaling of the CRF-BP/CRF-R2 complex; HEK293 CRF-R2/CRF-BP, CRF-induced calcium fluorescence; inhibition, % at 11.8 µM; 350,000 tested, 0.59% active;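 active = inhibition of the ligand-induced calcium signal above about 50% at the single tested concentration, limit read from the data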
CRFR2-BP ag: agonists of human CRF-binding protein/CRF-R2 receptor complex; HEK293 CRF-R2/CRF-BP, calcium dye fluorescence (FLIPR); percent of saturating CRF peptide response; activation, % at 13.2 µM; 350,000 tested, 0.46% active; AID 588473;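 active = activation of at least 50%, plus an integration ratio under a set limit after plate pattern correction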;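 also: plate controls were neutral control wells without compound for no effect and CRF at EC100 for full effect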
CHRM4 antagonist: blocks acetylcholine activation of human M4 receptor. P08173. CHO-hM4 cells, ACh EC80, Fluo-8 calcium fluorescence. inhibition, % at 3 µM. 360,000 tested, 0.73% active;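 active = inhibition above its plate's cutoff, the mean inhibition of sample wells plus 3 SD, cut at about 27% in these data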;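 also: 0% = acetylcholine EC80 with DMSO and 100% = DMSO without agonist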
CHRM1 PAM: potentiates human M1 receptor response to acetylcholine. P11229. CHO-K1 hM1, Fluo-8 calcium fluorescence, ACh EC20; 0% = ACh EC20, 100% = maximal ACh. activation, % at 3 µM. 360,000 tested, 0.088% active. AID 588819; in the data active = activation above about 19%, passing the limit was not always enough
M5 ag: agonists of human muscarinic M5 receptor (CHRM5); P08912; CHO-K1 hM5 cells, Fluo-8 calcium fluorescence; 0% DMSO wells, 100% maximal acetylcholine response; activation, % at 3 µM; 360,000 tested, 0.19% active; AID 624037;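 active = activation above the run's mean over test compounds plus 3 SD, cut at about 23% in these data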;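 also: signal is peak over basal fluorescence ratio across the kinetic read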
Target sequence (P08912 whole entry, looked up): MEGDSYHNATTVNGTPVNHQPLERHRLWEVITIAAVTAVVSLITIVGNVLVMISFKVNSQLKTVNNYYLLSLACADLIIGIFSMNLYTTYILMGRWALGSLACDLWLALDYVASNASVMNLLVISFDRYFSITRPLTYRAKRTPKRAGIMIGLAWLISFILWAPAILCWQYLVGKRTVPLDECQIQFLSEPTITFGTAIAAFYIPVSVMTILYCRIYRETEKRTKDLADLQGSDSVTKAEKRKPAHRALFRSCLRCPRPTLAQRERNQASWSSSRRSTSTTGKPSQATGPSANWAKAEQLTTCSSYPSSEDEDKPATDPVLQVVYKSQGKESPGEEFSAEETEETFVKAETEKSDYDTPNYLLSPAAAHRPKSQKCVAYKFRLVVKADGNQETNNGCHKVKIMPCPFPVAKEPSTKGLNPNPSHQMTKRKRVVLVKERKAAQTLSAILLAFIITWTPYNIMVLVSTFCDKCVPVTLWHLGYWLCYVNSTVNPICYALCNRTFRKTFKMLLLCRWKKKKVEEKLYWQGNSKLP
M5 PAM: potentiates acetylcholine response at human M5 receptor; activation, % at 3 µM; 360,000 tested, 0.3% active; P08912; CHO-K1 hM5, Fluo-8 calcium, ACh EC20 PAM; 0% = ACh EC20, 100% = ACh EC100; AID 624038;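 active = activation above the run cutoff, the mean activation of all test compounds plus 3 SD, cut at about 18% in these data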
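System – CHO-K1 hM5 cells · Compound – 3 µM, single dose · Incubation – compound preincubation 140 s before EC20 acetylcholine addition · Technique – Fluo-8 calcium fluorescence · Measure – Max/basal fluorescence ratio as % of EC20–EC100 ACh window · Benchmarks – low control EC20 acetylcholine (0%), high control EC100 acetylcholine (100%) · Replication – singlicate, one well per test compound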
CHRM5 antagonist: CHRM5 antagonism in calcium assay | inhibition, % at 3 µM | P08912 | CHO-hM5 cells, Fluo-8 calcium fluorescence, ACh EC80 | 360,000 tested, 0.59% active;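 active = inhibition above a per-plate cutoff, the mean of that plate's test compounds plus 3 SD, cut at about 27% in these data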;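 also: 0% = acetylcholine EC80 with DMSO and 100% = DMSO without agonist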
* hit, by the source's call; . = not tested or not shown.

SMILES	CHRM4 agonist	CHRM4 PAM	CRFBP-R2 block	CRFR2-BP ag	CHRM4 antagonist	CHRM1 PAM	M5 ag	M5 PAM	CHRM5 antagonist
O=C(NC1CC2CCCC(C1)N2C(=O)Nc1ccc(F)cc1)c1ccccc1 (stereo unspecified)	0	7	26	-0.6	-2	7	-5	6	8
O=C(CSc1ncnc2c1oc1ccccc12)Nc1nc2ccccc2s1	1	-5	-7	3.1	6	2	2	-1	-4
O=C(O)CNC(=O)c1ccc(N2CCOCC2)cc1[N+](=O)[O-]	0	-2	-16	0.8	0	6	-1	1	7
COc1ccccc1N1C(C)=CC(=C(C#N)c2nc3ccccc3s2)C=C1C	1	9	-90	109*	8	-3	-1	5	5
CNc1nc(SCc2ccc(C)cc2)nc2c1CCCC2	1	4	-1	1.4	2	-4	-5	-3	3
CCCn1c(C)cc(/C=C(\C#N)C(=O)OCC(=O)Nc2cccc(OC)c2)c1C	2	0	13	-0.3	-6	-3	-5	-7	2
CCCc1nc2ccc(NC(=O)c3ccco3)cc2c(=O)n1Cc1ccc(Cl)cc1	1	0	-26	-0.2	-2	3	1	1	-2
COc1ccc(-c2cc(=O)c3ccccc3o2)cc1	2	1	9	-0.1	-1	3	-1	-3	5
O=C(Nc1nccs1)c1ccc2c(=O)n3c(nc2c1)CCCCC3	6	2	0	-4.2	1	-1	1	-5	4
CCN1CCCc2cc(CN(CCN3CCOCC3)C(=O)Nc3ccc(C)c(C)c3)ccc21	1	-3	-4	-6.5	3	9	-6	1	4
Fc1cccc(CSc2ccc3nnc(-c4ccccn4)n3n2)c1	5	9	-1	-2.0	-19	10	7	4	0
O=C(CCN1C(=O)C2C3C=CC(C3)C2C1=O)Nc1c(F)cc(F)cc1Br (stereo unspecified)	1	1	2	-1.8	8	2	-2	4	-5
CCCC1Nc2ccc(C(=O)O)cc2C2C=CCC12 (stereo unspecified)	2	-11	-12	11	12	6	1	-12	7
O=C(Nc1nc(-c2ccccc2)cs1)c1ccc(N2CCOCC2)c([N+](=O)[O-])c1	22	-35	-20	-1.7	44*	-18	11	-18	30*
CC(C)CC(NC(=O)c1ccc(Cl)cc1)C(=O)O (stereo unspecified)	1	12	-1	1.2	-7	13	2	1	0
COCC(=O)N=Nc1c(O)[nH]c2ccccc12	1	0	15	-0.3	1	13	-2	-4	8
COc1cccc(C2CC(=O)Nc3cc(C)c(C)cc32)c1 (stereo unspecified)	3	2	-9	-1.0	-10	-1	1	-6	1
CCC(=O)Nc1cc(C(=O)O)ccc1Sc1ccccc1	0	0	16	2.2	-1	7	-2	2	4
O=C(COC(=O)c1cccc([N+](=O)[O-])c1)Nc1ncc(Br)s1	6	0	7	0.6	-7	-1	-2	0	10
Cc1ccc(NC(=O)Cn2nnc(C(=O)NCc3ccc4c(c3)OCO4)c2N)cc1	3	4	-6	0.9	1	20	1	18*	-18
O=CNC1CCCc2c1[nH]c1ccc(Cl)cc21 (stereo unspecified)	3	13	9	2.1	3	11	1	5	-6
CC1(C(=O)Nc2ccc3c(c2)OCCO3)CCN1C(=O)c1ccco1 (stereo unspecified)	1	0	.	.	-6	3	0	-4	4
CCn1cc(Br)c(C(=O)Nc2cccc(SC)c2)n1	-1	7	-1	-0.4	3	15	-4	-2	-2
NC(=O)C1CCN(c2ccc(C(F)(F)F)cc2[N+](=O)[O-])CC1	2	5	-7	-0.4	-2	7	1	-1	-5
O=C(c1ccco1)N(Cc1ccc(Cl)cc1)Cc1ccco1	1	-4	-1	-0.7	-5	12	-6	5	2

Single records (already shown).
Results for `O=CNC1CCCc2c1[nH]c1ccc(Cl)cc21` (stereo unspecified) → CHRM4 agonist: 3; CHRM4 PAM: 13; CRFBP-R2 block: 9; CRFR2-BP ag: 2.1; CHRM4 antagonist: 3; CHRM1 PAM: 11; M5 ag: 1; M5 PAM: 5; CHRM5 antagonist: -6
Results for `CNc1nc(SCc2ccc(C)cc2)nc2c1CCCC2` → CHRM4 agonist: 1; CHRM4 PAM: 4; CRFBP-R2 block: -1; CRFR2-BP ag: 1.4; CHRM4 antagonist: 2; CHRM1 PAM: -4; M5 ag: -5; M5 PAM: -3; CHRM5 antagonist: 3

Only M5 ag, CHRM4 PAM and CRFBP-R2 block (2 entries from above):
structure	M5 ag	CHRM4 PAM	CRFBP-R2 block
COc1ccccc1N1C(C)=CC(=C(C#N)c2nc3ccccc3s2)C=C1C	-1	9	-90
CNc1nc(SCc2ccc(C)cc2)nc2c1CCCC2	-5	4	-1

Following part.
SMILES	CHRM4 agonist	CHRM4 PAM	CRFBP-R2 block	CRFR2-BP ag	CHRM4 antagonist	CHRM1 PAM	M5 ag	M5 PAM	CHRM5 antagonist
COc1ccccc1Nc1ccc([N+](=O)[O-])cn1	0	5	27	-13	-1	11	-4	-8	-6
COc1ccc(S(=O)(=O)N(C)c2ccc(C(=O)Nc3ccccc3C(=O)N3CCOCC3)cc2)cc1OC	8	-5	-3	-2.1	-1	-5	-4	-8	8
Cc1nc(NC(=O)CN(C)S(=O)(=O)c2ccc(Cl)cc2)sc1C	5	1	-18	-2.9	-1	-2	3	-6	-3
COC(=O)C(C)Oc1cc(OC(C)C(=O)OC)c2c(C)c(Cl)c(=O)oc2c1 (stereo unspecified)	3	-8	28	2.5	-2	-4	-3	-3	6
COc1ccc(CCNC(=O)COc2cc(C)cc3oc(=O)cc(C)c23)cc1OC	0	12	-3	-0.9	-30	7	-4	-3	2
O=C(NN1C(=O)C2C3C=CC(O3)C2C1=O)c1cccc(Br)c1 (stereo unspecified)	0	-5	19	-2.7	3	-3	-2	-1	-2
COc1cc(C(=O)OCC(=O)Nc2cc(-c3cc(C)c(C)cc3C)nn2-c2ccccc2)cc(OC)c1OC	1	0	-2	0.6	-2	16	0	1	0
COc1ccccc1OCC(=O)N/N=C/c1cccc2cccnc12	8	-7	2	-0.1	-8	2	2	-5	-4
COc1cccc(CNC(=O)Cn2c(=O)oc3ccccc32)c1OC	0	-3	16	-0.9	-5	9	1	-3	3
COc1ccccc1N1C(=NC(=O)CCC2CCCC2)SC2CS(=O)(=O)CC21 (stereo unspecified)	1	-5	-9	-0.2	-7	17	-2	4	-10
CC(C)Sc1nnc(SCC(=O)N(C)C2CCS(=O)(=O)C2)s1 (stereo unspecified)	1	4	16	-0.1	0	4	6	0	2
CN(Cc1ccccc1)C(=O)COc1ccc(-c2nnco2)cc1	0	3	6	-0.6	2	9	1	1	-3
CC(=O)c1ccc(NC(=O)CN2C(=O)/C(=C/C(C)=C/c3ccccc3)SC2=S)cc1	1	1	14	-0.3	8	-8	1	-3	5
O=C(COC(=O)CN1C(=O)NC2(CCCC2)C1=O)Nc1ccc(C(F)(F)F)cc1[N+](=O)[O-]	6	-3	-1	-0.7	4	5	4	3	4
CCC1(CC)C(=O)NC(=O)NC1=Nc1cccc(OC)c1	1	8	-7	-0.9	-4	6	-2	-3	-3
CCOc1ccc(NC(=S)NNC(=S)Nc2cccc(C(F)(F)F)c2)cc1	0	-2	-37	-2.5	4	-4	-14	-17	17
COCc1nnc(NS(=O)(=O)c2ccc(F)cc2)s1	1	-4	6	0.9	6	6	0	-2	5
COc1ccc(-c2nc(NC(=O)c3n[nH]c(=O)c4ccccc34)sc2C)cc1	2	-6	-7	-0.2	4	1	-8	0	2
CCCn1c(N)c(C(=O)COC(=O)CCNS(=O)(=O)c2ccccc2F)c(=O)[nH]c1=O	2	8	-8	11	-8	15	-1	3	2
O=C(Nc1cnn(Cc2ccc(F)cc2)c1)c1cc(-c2cccs2)on1	3	-3	12	-1.2	5	-2	0	-6	7
COc1ccc(-c2cc(C(=O)Nc3sc4c(c3C#N)CCCC4)c3ccccc3n2)cc1	1	4	-3	4.1	6	1	-2	-2	3
COc1cccc(-c2ccc(C#N)c(OC(=O)c3c(Cl)cccc3Cl)n2)c1	2	4	-13	13	-1	3	-2	-15	2
CCCc1nc2cc(C)c(Br)c(C)n2c1CC1CCCCC1	0	3	.	.	-13	.	-2	3	3
COc1ccccc1NS(=O)(=O)c1cccc(C(=O)N/N=C(/C)c2ccc(-n3ccnc3)cc2)c1	6	-2	2	-0.3	-10	5	-1	1	16
CCCC(=O)c1cc2cc(Cl)ccc2oc1=O	0	-11	-3	-0.6	7	-1	1	-5	6

(listing goes on)
SMILES	CHRM4 agonist	CHRM4 PAM	CRFBP-R2 block	CRFR2-BP ag	CHRM4 antagonist	CHRM1 PAM	M5 ag	M5 PAM	CHRM5 antagonist
CS(=O)(=O)N1CCN(C(=O)Cc2ccc([N+](=O)[O-])cc2)CC1	1	9	-1	1.3	-13	1	-1	4	-7
C#CCOCCOCCOCCNc1nc(N2CCN(C(=O)[C@H]([C@@H](C)CC)n3cc(CCC(=O)O)nn3)CC2)nc(N2CCN(C(=O)[C@H](CCCCN)n3cc(CCCC)nn3)CC2)n1	0	9	25	-1.9	3	3	4	-4	11
S=C(Nc1ccc(Br)cc1)N1CCCC1	0	11	15	5.6	-16	2	-4	-3	3
CN(C(=O)c1cccs1)c1ccc(OCC(=O)Nc2ccc(C(=O)O)cc2)cc1	0	0	31	-0.8	2	17	-1	5	3
CCOc1ccc(Oc2ccc(S(=O)(=O)N3CCOCC3)cc2NC(=O)C2=COCCO2)cc1	1	5	10	1.1	7	4	-8	-7	7
O=C(CSc1nnnn1C1CCCCC1)Nc1ccccc1N1CCOCC1	2	0	-15	-1.6	-1	7	2	-2	9
O=C(CCc1nc2ccccc2[nH]1)Nc1ccc(F)cc1	2	9	-10	-2.8	1	3	-3	-4	6
Cc1ccc(NC(=O)COC(=O)C2(CC(=O)NC(C)C)CCCC2)cc1C	7	6	-3	-0.5	-4	3	1	-8	12
C[C@H](OC(=O)c1[nH]cnc1C(=O)N1CCN(C(=O)OC(C)(C)C)CC1)c1ccccc1	1	3	7	-0.1	-7	-1	-3	0	11
CCOC(=O)c1cccc(N/C=C/C(=O)c2ccc(OC)c(OC)c2)c1	11	-9	8	2.4	9	-11	-3	-42	4
COc1cc(C(=O)Nc2ccc(NC(=O)C3CCCCC3)nc2)cc(OC)c1OC	2	5	-9	-1.9	-18	9	-3	16	-8
CCn1c(SCC(=O)Nc2cc(C)on2)nnc1-c1cccnc1	0	-5	0	0.4	5	1	1	1	-3
O=C(NN1CCOCC1)c1cc(-c2ccc(Br)s2)nc2ccccc12	1	1	-12	1.1	-13	11	3	-1	2
CCOC(=O)C(CCCOc1cccc(OC)c1)C(=O)OCC	0	3	19	0.9	4	4	1	2	-2
Cc1cccc(NC(=S)N2CCCN(c3ncccc3[N+](=O)[O-])CC2)c1	1	5	-2	-1.7	-2	4	-14	-1	6
Cc1ccc(NC(=O)c2cc(S(=O)(=O)N3CCCCC3)c[nH]2)cc1F	3	9	1	0.6	-18	11	2	-7	-2
CC(C)OC(=O)CC1C(=O)NCCN1C(=S)NC(=O)c1ccccc1 (stereo unspecified)	1	-1	-3	-1.4	5	-2	-1	4	0
COc1ccc(/C=C/C(=O)OCC(=O)N2c3ccccc3CC2C)cc1OC (stereo unspecified)	0	1	-6	-0.9	-1	3	0	-1	1
COC(=O)c1ccc(OCC(O)CN2C(=O)NC(C)(C)C2=O)cc1 (stereo unspecified)	1	2	-1	-0.4	4	5	-2	-2	1
Cc1onc(-c2c(F)cccc2Cl)c1C(=O)N(Cc1ccccc1)C(C)C	1	1	-13	-1.5	-4	12	-3	-3	8
CC(C)C(N)c1csc(NC(=O)Nc2ccccc2C(C)(C)C)n1 (stereo unspecified)	4	4	.	.	1	12	1	-5	10
Cc1ccc(COn2c(-c3ccc(Cl)cc3)nc3ccc([N+](=O)[O-])cc32)cc1	10	-4	-14	0.7	1	-1	3	-8	7
